Screening results: PubChem, National Center for Advancing Translational Sciences (NCATS)
PGK inhibitor – inhibitors of T. brucei phosphoglycerate kinase. PGK/GAPDH coupled, Kinase-Glo luminescence, 60 min. P07378. Potency, µM (doses to about 57.5 µM), for inactives: top-dose activity change, negative = inhibition, hits mostly inhibitors. 0.043% of 380,000 active. AID 602233; also: nearly all actives have a fitted effect of over 60% in size
Target sequence (P07378 whole entry, looked up): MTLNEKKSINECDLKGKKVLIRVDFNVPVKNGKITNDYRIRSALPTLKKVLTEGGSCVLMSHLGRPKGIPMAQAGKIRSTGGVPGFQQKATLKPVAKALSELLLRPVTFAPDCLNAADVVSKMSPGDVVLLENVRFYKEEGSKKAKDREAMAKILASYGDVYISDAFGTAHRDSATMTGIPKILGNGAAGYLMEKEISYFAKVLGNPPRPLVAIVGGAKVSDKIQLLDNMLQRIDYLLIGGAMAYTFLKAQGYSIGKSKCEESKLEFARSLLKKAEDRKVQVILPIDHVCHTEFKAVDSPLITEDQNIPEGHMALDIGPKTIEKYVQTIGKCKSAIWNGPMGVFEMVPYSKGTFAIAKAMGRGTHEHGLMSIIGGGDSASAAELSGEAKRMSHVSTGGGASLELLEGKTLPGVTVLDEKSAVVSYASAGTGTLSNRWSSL
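Recombinant glycosomal PGK reaction used 1,3-bisphosphoglycerate generated in-well by GAPDH (100nM final) in 100mM TEA pH 7.6, 5mM MgCl2, 0.01% Tween-20. After 60 minutes at room temperature, ATP was read by Kinase-Glo Plus luminescence end-point.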
ALOX12 inh – ALOX12 (human) lipoxygenase inhibition. Potency, µM (highest dose often 108 µM), inactives show at the top dose activity change, negative = inhibition, actives largely listed as inhibitors. 1.1% of 580,000 active. purified 12hLO, xylenol orange hydroperoxide absorbance
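Purified human 12hLO at 150 nM in 25 mM Hepes, 0.01% Triton X-100, pH 7.0, preincubated 15 min at room temperature with compound. Reaction started with 40 uM arachidonic acid, 30 min at room temperature. Hydroperoxide measured by Fe-xylenol orange, 573/405 nm absorbance ratio.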
GLS inhibitor – inhibitors of human glutaminase (GLS); O94925; 0.21% of 410,000 active; Potency, µM (highest dose often 45.5 µM), for the others: at the top dose activity change, negative = inhibition, actives largely listed as inhibitors; AID 624170; GLS enzymatic activity, qHTS titration
Target sequence (O94925 whole entry, looked up): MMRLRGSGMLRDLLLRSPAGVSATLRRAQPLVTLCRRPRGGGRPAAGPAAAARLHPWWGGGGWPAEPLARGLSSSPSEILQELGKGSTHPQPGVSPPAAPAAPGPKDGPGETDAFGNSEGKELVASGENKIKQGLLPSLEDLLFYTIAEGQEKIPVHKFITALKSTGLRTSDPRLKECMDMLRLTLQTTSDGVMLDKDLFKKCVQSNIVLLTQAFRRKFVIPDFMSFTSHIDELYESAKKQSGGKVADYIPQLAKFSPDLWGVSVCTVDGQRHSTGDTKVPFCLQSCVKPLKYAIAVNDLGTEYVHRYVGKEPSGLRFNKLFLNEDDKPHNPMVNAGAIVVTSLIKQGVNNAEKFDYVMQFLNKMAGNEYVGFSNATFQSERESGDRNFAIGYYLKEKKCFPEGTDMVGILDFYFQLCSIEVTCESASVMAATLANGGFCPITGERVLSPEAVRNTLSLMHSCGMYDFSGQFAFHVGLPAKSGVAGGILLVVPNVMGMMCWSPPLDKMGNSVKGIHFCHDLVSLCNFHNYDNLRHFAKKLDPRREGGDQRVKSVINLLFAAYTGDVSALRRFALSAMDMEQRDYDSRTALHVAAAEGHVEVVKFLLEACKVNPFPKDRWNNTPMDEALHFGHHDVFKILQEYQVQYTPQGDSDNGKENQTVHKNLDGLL
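Glutamate formation by hKGA was monitored fluorometrically using coupled glutamate oxidase, HRP and Amplex Red. Substrate was added as 1 mM L-glutamine solution; incubation was 30 min at RT after an initial read.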
* marks the source's active call; other numbers are inactive results; i = inactive; ? = inconclusive; [ ] = dose if it differs, or a comment. Calls follow the shape of the dose curve; as a rule, active = well fitted curve in the direction sought with a large enough effect; inconclusive = small, poorly fitted or top-dose-only effect, or another doubt; inactive = no such curve, though single readings can be large; an effect the other way counts as inactive or inconclusive. % is scaled to controls: 0 for no effect and ±100 for the full control effect; potency is read from the fitted curve at half-maximal effect. Some of the compounds tested; count on the stated rates, not on these rows.

SMILES	PGK inhibitor	ALOX12 inh	GLS inhibitor
COc1ccc([C@@H]2C[C@H]3[C@@H](CN2S(=O)(=O)c2ccccc2)C(=O)C[C@@H](c2ccc(C)cc2)N3S(=O)(=O)c2ccc(C)cc2)cc1	-1.7%	-0.5%	-0.2%
CNC(=S)N1CCC(C(=O)c2ccc(Cl)cc2)CC1	-8.7%	-8.3%	-0.7%
CC1=C(C(=O)N2CCOCC2)CC(CC(=O)NCc2cccc3ccccc23)C(=O)N1Cc1ccccc1 (stereo not drawn)	5.0%	-24.6%	-0.8%
C[C@@H]1CN([C@@H](C)CO)C(=O)CCCn2nncc2CO[C@H]1CN(C)C(=O)c1ccncc1	-3.8%	-6.6%	-6.1%
C[C@@H]1CN([C@@H](C)CO)C(=O)CCCn2nncc2CO[C@@H]1CN(C)S(=O)(=O)c1ccc2ccccc2c1	5.2%	-14.0%	-0.2%
Cc1c(C(=O)NC2CC(C)(C)NC(C)(C)C2)oc2c(Cl)cccc12	i	-18.8%	1.1%
Cc1ccc(S(=O)(=O)N(C)C)cc1NC(=O)C(C)OC(=O)CC1CC2CCC1C2 (stereo not drawn)	-0.3%	1.4%	-1.8%
CC1C(=O)N(Cc2cn(CC3CCCCC3)nn2)CCS(=O)(=O)N1Cc1ccc(-c2ccncc2)cc1 (stereo not drawn)	-4.5%	-7.1%	-24.4%
C[C@@H]1CN([C@H](C)CO)C(=O)CCCn2cc(nn2)CO[C@H]1CN(C)S(C)(=O)=O	8.2%	?	2.6%
C[C@@H]1CN([C@@H](C)CO)C(=O)CCCn2nncc2CO[C@@H]1CN(C)S(=O)(=O)c1cccc(C#N)c1	-7.2%	1.3%	0.5%
COCCNC(=S)N(C)[C@H]1C[C@H]2c3cc(Oc4ccccc4C)ccc3CCN2C(=O)[C@H]1[C@H](C)O	-0.4%	-27.0%	17.4%
CC(C)=CC(=O)N1CCC(Oc2cccc(C(=O)NCc3ccccn3)c2)CC1	-1.9%	17.6%	-2.1%
COc1ccc(NC(=O)CN2c3cccc4cccc(c34)S2(=O)=O)cc1OC	-0.9%	-22.4%	-3.9%
COc1ccc(CN(C)C[C@@H]2OCCCC[C@H](C)Oc3ccc(NC(=O)Nc4ccc(F)cc4)cc3C(=O)N([C@H](C)CO)C[C@H]2C)cc1	9.7%	?	11.0%
O=C(O)CC(c1ccccc1)c1ccc2c(c1)OCO2 (stereo not drawn)	-7.4%	-15.4%	-6.0%
Cc1csc(N=Nc2ccc(N(C)C)cc2)[n+]1[O-]	15.8µM*	98.6%[activator]	-0.3%
COc1ccc(C(=O)Nc2nc(C)cs2)cc1S(=O)(=O)N1CCOCC1	-4.5%	7.0%	-0.4%
CC1=CC2(C)NC(=O)C(C)C12 (stereo not drawn)	-0.6%	?	0.7%
CCOc1ccc(NC(=O)CN(C)C(=O)CCCNC(=O)c2ccc(Cl)cc2)cc1OCC	i	3.6%	-2.3%
O=C(O)C(=Cc1ccncc1)c1cccc2ccccc12	-0.3%	-3.2%	-0.4%
CCCc1c(C(=O)N/N=C/c2ccc(C)o2)nnn1-c1nonc1N	3.8%	0.9%	-19.0%
CC(C)(C)NC(=O)C(c1ccc(O)cc1)N(Cc1ccc2c(c1)OCO2)C(=O)CCl (stereo not drawn)	7.9%	?	21.7%
O=S(=O)(NCCS(=O)(=O)N1CCN(c2ccc(F)cc2)CC1)c1ccc(F)cc1	i	-4.3%	-2.5%
O[C@H]1C[C@H](c2ccc(Cl)cc2)N(Cc2cccs2)C[C@@H]1n1cc(-c2ccc(F)cc2)nn1	9.5%	35.5µM*	0.5%
O=C(NCCc1ccccc1F)c1cc(COc2ccc(F)cc2F)on1	3.4%	-15.5%	-2.9%
C[C@@H]1CN([C@@H](C)CO)C(=O)CCCn2nncc2CO[C@@H]1CN(C)S(=O)(=O)c1ccc2c(c1)OCCCO2	-5.3%	42.7%[activator]	-11.0%
CN(C)CCCn1c2c(c(SCC(=O)Nc3ccc4c(c3)OCCO4)nc1=O)CCCC2	-1.3%	?	-1.3%
NNC(=O)CN1C(=O)C2(OCCO2)c2ccccc21	-3.7%	5.3%	3.4%
C[C@@H]1CN([C@H](C)CO)S(=O)(=O)c2ccc(C#Cc3ccccc3)cc2O[C@@H]1CN(C)C(=O)CN(C)C	i	8.0%	-0.2%
O=C1[C@H]2[C@@H](c3ccc(C(F)(F)F)cc3)N[C@]3(CCCN(Cc4ccc(C(F)(F)F)cc4)C3=O)[C@H]2C(=O)N1Cc1ccccc1	-8.3%	?	-13.2%
O=C(NC(=S)Nc1ccc([N+](=O)[O-])cc1)c1ccco1	-1.2%	-7.2%	-1.0%
Cc1cc(C(=O)OC(C)C(=O)NC2CCCCC2C)c2ccccc2n1 (stereo not drawn)	-4.3%	1.2%	0.0%
CCCc1c(C(=O)N/N=C(\CC)c2ccccc2)nnn1-c1nonc1N	-5.1%	7.8%	-0.4%
CCOC(=O)C1=C(C)NC(C)=C(C(=O)OCC)C1c1ccncc1	i	10.2%	15.9%
COC(=O)[C@H]1C[C@@]2(O)CN(S(=O)(=O)c3ccc(C)cc3)C[C@@]2(OC(=O)Nc2c(C)noc2C)C[C@H]1C(=O)OC	11.9%	-1.5%	2.6%
CCOc1ccc(NS(=O)(=O)c2cccs2)cc1S(=O)(=O)N1CCCC1	4.0%	-22.0%	17.2%

6 entries from above, ordered by the value under PGK inhibitor, largest number first.
SMILES	PGK inhibitor	ALOX12 inh	GLS inhibitor
COC(=O)[C@H]1C[C@@]2(O)CN(S(=O)(=O)c3ccc(C)cc3)C[C@@]2(OC(=O)Nc2c(C)noc2C)C[C@H]1C(=O)OC	11.9%	-1.5%	2.6%
CCOc1ccc(NS(=O)(=O)c2cccs2)cc1S(=O)(=O)N1CCCC1	4.0%	-22.0%	17.2%
O=C(NCCc1ccccc1F)c1cc(COc2ccc(F)cc2F)on1	3.4%	-15.5%	-2.9%
CN(C)CCCn1c2c(c(SCC(=O)Nc3ccc4c(c3)OCCO4)nc1=O)CCCC2	-1.3%	?	-1.3%
C[C@@H]1CN([C@@H](C)CO)C(=O)CCCn2nncc2CO[C@@H]1CN(C)S(=O)(=O)c1ccc2c(c1)OCCCO2	-5.3%	42.7%[activator]	-11.0%
O=C1[C@H]2[C@@H](c3ccc(C(F)(F)F)cc3)N[C@]3(CCCN(Cc4ccc(C(F)(F)F)cc4)C3=O)[C@H]2C(=O)N1Cc1ccccc1	-8.3%	?	-13.2%

(listing goes on)
SMILES	PGK inhibitor	ALOX12 inh	GLS inhibitor
COc1ccc(C(=O)N2CCOC2CNC(=O)C(=O)NCc2ccccc2)cc1 (stereo not drawn)	-3.7%	4.7%	-0.2%
CN(Cc1ccccc1)C(=O)c1[nH]cnc1C(=O)Nc1ccc(Br)cc1F	-3.9%	-7.0%	-1.5%
CCN(CC)S(=O)(=O)c1ccc(SCC(=O)c2c(N)n(C3CC3)c(=O)[nH]c2=O)nc1	-6.0%	?	1.1%
CC1C(c2ccccc2)=Nn2c(=O)n(-c3ccccc3)c(=O)n21 (stereo not drawn)	-9.5%	-6.8%	1.2%
CC1(C2CC(=O)c3c(O)ccc(O)c3C2)OCCO1 (stereo not drawn)	-4.6%	?	?
COc1cccc(CN(C)CC(=O)N2CCN(S(=O)(=O)c3ccccc3)CC2)c1	-11.4%	-1.9%	-6.3%
C[C@H]1CN([C@@H](C)CO)C(=O)CCCn2cc(nn2)CO[C@@H]1CN(C)S(=O)(=O)c1ccc(Oc2ccccc2)cc1	-0.8%	-26.3%	0.9%
NC(=O)C1CCN(C(=O)c2ccc(Cl)c(S(=O)(=O)N3CCc4ccccc43)c2)CC1	1.6%	?	-3.3%
CCN(Cc1ccccc1)N=Nc1ccccc1	-5.3%	?	-1.7%
COCCCNC(=S)N1CCN(c2nc(-c3ccc(Cl)cc3)cs2)CC1	-6.4%	-5.6%	1.1%
CCOc1cccc(Cc2c[nH]c(=O)[nH]c2=O)c1	i	-8.7%	-1.7%
COc1ccc([C@H]2C[C@@H](n3cc(C4CC4)nn3)[C@H](O)CN2Cc2cccs2)cc1	0.8%	-1.7%	4.4%

Laid out differently: two of the compounds above.
smiles | PGK inhibitor | ALOX12 inh | GLS inhibitor
COCCCNC(=S)N1CCN(c2nc(-c3ccc(Cl)cc3)cs2)CC1 | -6.4% | -5.6% | 1.1%
CCOc1cccc(Cc2c[nH]c(=O)[nH]c2=O)c1 | i | -8.7% | -1.7%

Continued:
SMILES	PGK inhibitor	ALOX12 inh	GLS inhibitor
COC(=O)C1CCN(S(=O)(=O)CCNC(=O)c2ccccc2)CC1	0.4%	-4.6%	-3.6%
COc1ccc(NC(=O)COC(=O)c2ccc(S(=O)(=O)N3CCCCC3)cc2)c(OC)c1	-8.8%	3.9%	2.1%
Cc1ccc(S(=O)(=O)N2Cc3ccccc3CC2C(=O)N(C)C)cc1 (stereo not drawn)	-3.1%	3.5%	1.8%
Cn1c(N)c(C(=O)COC(=O)C2Cc3ccccc3CN2S(C)(=O)=O)c(=O)n(C)c1=O (stereo not drawn)	-8.8%	?	-15.7%
CC(C)C#Cc1cnc2c(c1)C(=O)N([C@H](C)CO)C[C@@H](C)[C@H](CN(C)C(=O)Nc1ccccc1F)O2	9.6%	0.0%	0.5%
CC(=NO)c1cc(Br)c2cccc3c2c1CC3	-6.2%	0.8%	3.1%
O=C1c2ccccc2CCC12OC2c1ccncc1 (stereo not drawn)	-6.4%	-19.4%	2.8%
CCN(CC)CCN1CNC(=S)NC1	-8.0%	-16.4%	1.6%
C[C@H](CO)N1C[C@H](C)[C@H](CN(C)C(=O)Nc2ccc(-c3cccs3)cc2)OCc2cnnn2CCCC1=O	-4.7%	-19.6%	-11.9%
O=C1CSC(=S)N1N=Cc1cccc(OCc2ccccc2)c1	-6.3%	-5.5%	25.0%
Cc1cccc(NC(=O)c2cc([N+](=O)[O-])ccc2N2CCOCC2)c1C	-4.9%	-6.5%	0.4%
CCOC(=O)N(C)C[C@H]1OCc2cnnn2CCCC(=O)N([C@@H](C)CO)C[C@@H]1C	4.4%	0.0%	0.4%
C[C@H]1CN([C@@H](C)CO)S(=O)(=O)c2ccc(Br)cc2O[C@H]1CN(C)C(=O)CCN1CCCCC1	-6.5%	-6.9%	-8.7%
O=C(C[C@H]1C[C@@H]2c3cc(NS(=O)(=O)c4ccccc4)ccc3O[C@@H]2[C@H](CO)O1)N1CCOCC1	-0.3%	0.0%	25.6%
Cc1ccc2nc(COC(=O)c3cccnc3Cl)cc(=O)n2c1	-0.7%	6.3%	1.0%
CC(C)CC1C(=O)N(Cc2cn(CC3CCCCC3)nn2)CCS(=O)(=O)N1Cc1ccc(-c2ccncc2)cc1 (stereo not drawn)	i	28.0%	-4.8%
NC(=O)c1ccsc1NC(=O)COC(=O)Cc1ccccc1[N+](=O)[O-]	-0.3%	-2.0%	-0.2%
COc1ccccc1C(=O)NCCN1CCCC1	-5.3%	2.8%	8.0%
Cc1ccccc1C#CC1=CC(=O)CC(C)(C)C1	i	-18.6%	1.0%
C[C@H]1CN([C@@H](C)CO)C(=O)CCCn2nncc2CO[C@H]1CN(C)S(=O)(=O)c1ccc(-n2cccn2)cc1	-9.3%	-22.9%	0.4%
O=C(OCc1cn([C@@H]2C[C@H](c3ccc(Cl)cc3)N(CC3CCCCC3)C[C@H]2O)nn1)c1ccccc1	5.2%	-53.8%	2.1%
C=CCNC(=O)CN1C(=O)CSc2ccc(S(=O)(=O)N3CCOCC3)cc21	i	6.0%	0.0%
CC(=O)Nc1ccc(NC(=O)CCCN2C(=O)C(c3ccccc3)Oc3cccnc32)cc1 (stereo not drawn)	-3.9%	4.9%	-3.8%
CC/C(=N\NC(=O)c1cc(C)oc1C)c1ccc(OC(F)F)cc1	3.5%	14.2%	5.5%
O=C(COC(=O)CN1C(=O)C2CC=CCC2C1=O)Nc1cccc([N+](=O)[O-])c1 (stereo not drawn)	0.2%	-7.5%	-4.5%
COc1ccc(S(=O)(=O)N2CCC(C(=O)NCCC(=O)NCc3ccccn3)CC2)cc1	-5.8%	0.4%	-0.6%
N#Cc1ccccc1NC(=O)C1CCCO1 (stereo not drawn)	-5.3%	-12.7%	-2.1%
COc1ccc(NC(=O)C[C@H]2C(=O)N(C3CCCCC3)C[C@@H]2c2ccccc2)cc1	i	-7.6%	0.2%
C[C@@H]1CN([C@@H](C)CO)C(=O)c2c(c3ccccc3n2C)-c2ccccc2CO[C@H]1CN(C)S(=O)(=O)c1ccc(C#N)cc1	1.3%	?	0.6%
O=C(Cc1cccc2ccccc12)NCC(=O)N1CCN(CC(=O)Nc2ccc(F)cc2)CC1	i	4.8%	-0.1%
COc1ccc(NC(=O)CN2C(=O)NC(C)(c3ccccc3)C2=O)cn1 (stereo not drawn)	-9.3%	15.8%	3.6%
C[C@H](CO)N1C[C@H](C)[C@@H](CN(C)S(=O)(=O)c2cn(C)cn2)OCc2cnnn2CCCC1=O	-0.2%	62.3%[activator]	-1.3%
